Kir21 block: inhibitors of mouse Kir2.1 inward-rectifier potassium channel; Inward rectifier potassium channel 2 (Mus musculus), P35561; HEK293-Kir2.1, FluxOR thallium flux fluorescence; hits give low values; B-score at 10 µM; actives 0.85% (n = 310,000); AID 1672, 2009;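 active means fluorescence ratio B-score at or below minus 3 SD of library scores, with starting-brightness B-score within 2 SD, cut at about -4.2 in these data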;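 further: channel flux triggered by added potassium and thallium sulfate stimulus; B-score of peak minus minimum fluorescence over baseline after thallium stimulus; more negative B-score means stronger Kir2.1 block with less thallium influx; some compounds called inactive have numbers as strong as hits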
KCNQ2 block: KCNQ2 potassium channel inhibitors, primary screen, cell-based, CHO-K1, FluxOR thallium flux, B-score (AID 2156); Potassium voltage-gated channel subfamily KQT member 2 (Rattus norvegicus), O88943; 20 min; hits give low values; B-score at 10 µM; actives 1.1% (n = 310,000);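 active means fluorescence ratio B-score at most minus 3 library SDs, with starting brightness B-score within 2 library SDs, cut at about -5.5 in these data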
Target sequence (O88943 whole entry, looked up): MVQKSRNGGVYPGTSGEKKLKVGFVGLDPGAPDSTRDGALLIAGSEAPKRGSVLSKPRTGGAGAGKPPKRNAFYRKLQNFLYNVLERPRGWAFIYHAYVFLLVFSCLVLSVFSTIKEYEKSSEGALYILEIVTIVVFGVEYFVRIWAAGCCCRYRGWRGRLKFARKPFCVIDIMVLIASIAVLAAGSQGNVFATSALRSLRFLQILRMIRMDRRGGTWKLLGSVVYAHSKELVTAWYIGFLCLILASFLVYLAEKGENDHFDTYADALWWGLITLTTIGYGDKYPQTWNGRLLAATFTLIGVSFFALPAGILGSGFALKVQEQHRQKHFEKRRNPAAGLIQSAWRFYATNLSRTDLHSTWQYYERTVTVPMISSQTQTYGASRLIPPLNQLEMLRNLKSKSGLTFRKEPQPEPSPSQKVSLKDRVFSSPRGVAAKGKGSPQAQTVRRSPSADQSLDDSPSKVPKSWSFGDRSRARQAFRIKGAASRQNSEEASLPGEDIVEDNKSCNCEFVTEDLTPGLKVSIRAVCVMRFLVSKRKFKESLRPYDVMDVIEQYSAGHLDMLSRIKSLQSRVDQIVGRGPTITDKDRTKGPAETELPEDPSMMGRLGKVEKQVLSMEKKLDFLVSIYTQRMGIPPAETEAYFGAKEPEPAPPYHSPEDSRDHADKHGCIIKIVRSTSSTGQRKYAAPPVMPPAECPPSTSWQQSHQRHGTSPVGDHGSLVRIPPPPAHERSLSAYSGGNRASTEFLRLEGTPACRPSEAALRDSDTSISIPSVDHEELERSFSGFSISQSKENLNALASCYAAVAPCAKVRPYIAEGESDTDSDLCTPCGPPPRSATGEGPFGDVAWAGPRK
Active calls of the source: *; i = inactive.

SMILES	Kir21 block	KCNQ2 block
CCN(CC)CCn1c(NCc2ccc(C)o2)nc2ccccc21	0.92	i
Cc1cc(C)nc(N/N=C/c2ccc(N3CCOCC3)cc2)n1	0.06	i
CCOc1ccccc1NC(=O)c1ccc2[nH]c(C)c(C)c2c1	-0.31	i
O=C(O)CCSc1nnc(-c2ccc3c(c2)OCO3)o1	1.05	i
CCOC(=O)c1cnc2ccc(C(=O)OC)cc2c1Nc1ccc2c(c1)OCCO2	0.03	i
CC(C)c1ccc(NC(=O)CN2CCN(c3ccccn3)CC2)cc1	1.41	i
CCCc1nnc(SCC(=O)Nc2nc(C)cs2)n1CCOC	1.6	i
Cc1ccc(OCCCC(=O)Nc2ccc(S(=O)(=O)Nc3cc(C)nc(C)n3)cc2)cc1	-0.32	i
Cc1cc(NC(=O)CCC(=O)N(CC(=O)NCC2CCCO2)c2ccc(Cl)c(Cl)c2)no1 (stereo not drawn)	-0.76	i
CC(C)c1ccc(CNCCCSc2ncccn2)cc1	-0.13	i
Cc1cc(C)cc(C(=O)NC(CC(N)=O)c2ccc(NC3CCCCCCC3)c([N+](=O)[O-])c2)c1 (stereo not drawn)	1.77	i
CC(=O)Nc1ccc(OCC(O)CN2C(C)CCCC2C)cc1 (stereo not drawn)	-0.72	i
CCCCC(CC)CNC(=O)CCS(=O)(=O)c1cccc2nonc12 (stereo not drawn)	-0.57	i
COc1ccccc1P(=O)(c1ccccc1)c1ccc([N+](=O)[O-])cc1 (stereo not drawn)	0.32	i
C=CCOc1ccc(/C=N/NC(=O)C(=O)N2CCCCCC2)cc1OC	0.22	i
COC(=O)C1(C)Nc2ccccc2C(=O)N1c1ccccc1OC (stereo not drawn)	0.02	i
O=C(CCn1c(=O)c2ccccc2n(CC(=O)N2CCN(c3ccccc3)CC2)c1=O)NCc1ccco1	1.81	i
O=[N+]([O-])c1cccc(C(=S)N2CCN(c3ccccc3)CC2)c1	0.95	i
Cc1ccc(C2CC(=O)N3CN(Cc4ccco4)CSC3=C2C#N)cc1 (stereo not drawn)	-1.75	i
O=C1CCCC2=C1C(Cc1ccccc1)C1=C(CCCC1=O)O2	-3.1	i
N#C/C(=C/c1ccc(F)cc1)c1nc(CCN2C(=O)c3ccccc3C2=O)cs1	-0.47	i
O=C(/C=C/c1ccc(S(=O)(=O)N2CCOCC2)cc1)NCc1ccccc1	-2.48	i
CCOC(=O)C1Sc2[nH]c(=O)sc2C(c2ccc(Cl)cc2)C1C(=O)OCC (stereo not drawn)	0.78	i
CCN1CCN(c2ccc(S(=O)(=O)N3CCCCC3)cc2NC(=O)/C=C/c2ccc(OC)c(OC)c2)CC1	0.48	i
O=C(/C=C/c1cn(-c2ccccc2)nc1-c1cccs1)NCCN1CCOCC1	0.95	i
CC1CCCN(C(=O)Nc2ccc(Br)cc2Cl)C1 (stereo not drawn)	-0.63	i
CCCCCn1c(N2CCC(C(N)=O)CC2)nc2c1c(=O)[nH]c(=O)n2C	2.36	i
Cc1cc(C(=O)CN2CCC(C)CC2)c(C)n1-c1ccc(F)cc1	-3.57	i
O=C(/C=C/c1c(F)cccc1Cl)c1ccc(F)cc1	0	i
O=C(NC(=S)Nc1ncccn1)c1ccccc1Br	0.54	i
CCOC(=O)N1CCC(NC(=O)CS(=O)Cc2nc(-c3ccc(OC)c(OC)c3)oc2C)CC1 (stereo not drawn)	-2.21	i
CC(=O)Nc1ccc(S(=O)(=O)c2cc(O)ccc2O)cc1	0.88	i
CSc1nnc(C)c(=O)n1COC(=O)c1ccc(S(=O)(=O)N2CCCC2)cc1	-0.6	i
C=CCNC(=O)c1onc(CSc2ccc(OC)cc2)c1C(=O)O	0	i
COc1ccc(-c2[nH]ncc2CN(CCO)CC23CC4CC(CC(C4)C2)C3)c(OC)c1	-5.59*	i
Cc1nc(C(=O)N(C)C)nn1-c1cc(Cl)cc(Cl)c1	0.95	i
Cc1cc(Nc2ccccc2Br)n2nc(C)nc2n1	0.84	i
CC(C)(C)NC(=O)C(c1ccc(O)cc1)N(Cc1ccco1)C(=O)Cn1nnc(-c2cccs2)n1 (stereo not drawn)	-0.34	i
CCn1c(O)c(N=NC(=O)CNC(=O)c2ccccc2F)c2ccccc21	0.05	i
COCCCn1cnc2c(c1=O)c1nc3ccccc3nc1n2-c1ccc(C)cc1	1.35	i
COc1ccc(Cn2c(=O)[nH]c3cc(C(=O)NCCCN4CCCCCC4)ccc3c2=O)cc1	-0.91	i
O=C(NCc1ccco1)C1(S(=O)(=O)c2ccc(Cl)cc2)CC1	-1.48	i
O=C(Nc1cccc2ccccc12)c1ccc([N+](=O)[O-])o1	-1.26	i
COc1cccc(C(C(=O)NC(C)(C)C)N(C(=O)CCC(=O)Nc2cc(C)on2)C2CC2)c1OC (stereo not drawn)	0.09	i
CCN(CC(=O)NCc1ccc(Cl)cc1)S(=O)(=O)c1ccc(NC(C)=O)cc1	0.28	i
CC(C)c1cccc(OCCCCN(C)C)c1	-0.04	i
COc1ccc(CNc2ncc(-c3ccc(Cl)cc3)n2C)c(OC)c1OC	0.31	i
CCN1CCN(c2ccc(S(=O)(=O)N3CCCCC3)cc2NC(=O)c2cccc(C)c2)CC1	-0.39	i
Cc1cc(N/C(=N\S(=O)(=O)c2ccc(F)cc2F)c2ccccc2)no1	1.1	i
CCOc1ccc(OCCC(=O)OCC(=O)N2CCN(S(=O)(=O)c3ccc(C)cc3)CC2)cc1	-1.61	i
Nc1nccc(/C=C/c2c(Cl)cccc2Cl)n1	0.43	i
COc1ccc(C(=O)OCC(=O)NCCCc2ccccc2)cc1OC	0	i
CCSc1nnc(-c2cc(Br)ccc2N)c(=O)[nH]1	2.26	i
Cc1cccc(OC2CCN(Cc3nc(CC4CC4)no3)CC2)c1	0.11	i
CN(C)S(=O)(=O)c1cccc(C(=O)Nc2cc(Cl)cc(Cl)c2)c1	1.81	i
O=C(NCCc1ccc(F)cc1)c1cc([N+](=O)[O-])ccc1N1CCOCC1	1.15	i
O=C(CCC1CCCC1)NCc1cccs1	0.02	i
CC(C)CCNC(=O)C1CC(c2ccc(C(F)(F)F)cc2)=NO1 (stereo not drawn)	0.71	i
COc1ccccc1C(CNc1nc(C(F)(F)F)nc2ccccc12)N(C)C (stereo not drawn)	-1.2	i
CCc1ccc(C(=O)CN(C#N)c2nc(C)cc(C)n2)cc1	0.37	i

A run of entries from the list above, as a working copy:
SMILES	Kir21 block	KCNQ2 block
COc1ccccc1C(CNc1nc(C(F)(F)F)nc2ccccc12)N(C)C (stereo not drawn)	-1.2	i
CCc1ccc(C(=O)CN(C#N)c2nc(C)cc(C)n2)cc1	0.37	i

Going on with the list.
SMILES	Kir21 block	KCNQ2 block
CCC(C)Oc1cccc(C(=O)Nc2ccccc2N2CCOCC2)c1 (stereo not drawn)	1.43	i
Cc1cc(NC2CCCCC2)nc(NCc2ccccc2)n1	-12.7*	-8.31*
CCc1ccc(NS(=O)(=O)c2cc(OC)ccc2OC)cc1	0.01	i
CCOc1ccccc1NC(=O)CCc1c(C)nn(-c2ccc(N3CCCCC3)nn2)c1C	1.03	i
Cc1cc(C)c2c(-n3cccc3)c(C(=O)O)sc2n1	-0.59	i
CN(CC(=O)NC1CCCCC1)S(=O)(=O)c1cccc2cccnc12	-0.04	i
Cc1ccsc1/C=N/NC(=O)c1nnn(-c2nonc2N)c1CSc1ccccc1	-0.34	i
O=C1c2ccccc2S(=O)(=O)c2cc(N3CCOCC3)ccc21	-0.07	i
O=C(OCCN1C(=O)c2ccccc2C1=O)c1cccc(OC(F)F)c1	0.79	i
CC(NC(=O)c1ccncc1)c1ccc(Br)cc1 (stereo not drawn)	1.95	i
CCOc1cc(C(=O)NCc2ccc(C)cc2)ccc1OCC(=O)N1CCOCC1	0.95	i
CN(C)CCN(C(=O)CN1C(=O)c2ccccc2C1=O)c1nc2cc3c(cc2s1)OCO3	-3.17	i
CC1CC(C)(C)NC(=S)N1CCCC(=O)NCCc1ccc(Cl)cc1 (stereo not drawn)	1.21	i
CCN(CC(=O)Nc1ccc(OC)cc1)C(=O)c1cc([N+](=O)[O-])ccc1N1CCOCC1	-0.11	i
OCCC1CN(Cc2nc3ccccc3s2)CCN1C1CCCC1 (stereo not drawn)	0.76	i
CCOc1ccccc1N1CCN(S(=O)(=O)c2cccs2)CC1	-0.13	i
CC1CCCC(C)N1C(=O)COC(=O)CCc1nc2ccccc2c(=O)[nH]1 (stereo not drawn)	-2.26	i
CC(=O)N1CCC(N(CCN2CCOCC2)C(=S)Nc2cc(C)cc(C)c2)CC1	1.25	i
COc1ccc(NC(=S)N(CCO)Cc2ccccc2)cc1	0.12	i
CC1(C)CC(=O)CC(=O)/C1=N\Nc1c(Cl)cc(Cl)cc1Cl	-0.31	i
CCCNC(=O)C1CC2Cn3c(nc4ccccc43)C2N1C (stereo not drawn)	-1.38	i
CC(=O)N(C)c1ccc(NC(=O)Nc2cccc3ccccc23)cc1	1.06	i
O=CN1CCN(C(=O)COc2ccc(Cl)cc2Br)CC1	0.24	i
O=C(Nc1ccc(F)cc1)Nc1csc2ccccc12	1.27	i
CCCC12CN3CCN(CC(C3)/C1=N\NC(=O)c1ccccc1Cl)C2	-0.32	i
CC(C)CNC(=O)C(=O)NCC1OCCCN1S(=O)(=O)c1cccs1 (stereo not drawn)	-0.53	i
CC(C)OC(=O)C(=O)NNc1ccccc1	0.47	i
O=C(CSc1nnc(-c2ccc3c(c2)OCO3)n1-c1ccccc1)c1ccc(Cl)cc1	0.29	i
COc1ccc(/C=C/c2nc3ccccc3c(=O)n2-c2cccc(C(=O)O)c2)cc1	-1.52	i
Cn1c(=O)c2c(Nc3ccc(F)cc3)cc(=O)n(-c3ccccc3)c2n(C)c1=O	-0.41	i
CCCn1c(-c2cccs2)nc2c1c(=O)[nH]c(=O)n2Cc1ccccc1	1.91	i
COCCN(C(=O)CCC(=O)Nc1ccccn1)C(C(=O)NC1CCCC1)c1ccc(OC)cc1 (stereo not drawn)	1.07	i
O=C(CSc1ccc2nnc(CCNC(=O)c3ccccc3)n2n1)Nc1ccc(F)cc1F	-0.09	i
COc1ccccc1OCCNC(=O)C(=O)c1c[nH]c2ccccc12	0.73	i
O=C(O)CCCCCNCc1c(Cl)cccc1Cl	-2.05	i
Cc1ccc(SCCC(=O)NC(C)(C)C)cc1	-0.64	i
CCOC(=O)C(NC(=O)Nc1ccc(C(N)=O)cc1)(c1ccccc1)C(F)(F)F (stereo not drawn)	-2.48	i
O=C(CN1C(=O)C2C3C=CC(C3)C2C1=O)Nc1ccc(S(=O)(=O)N2CCCCC2)cc1 (stereo not drawn)	1.76	i
COc1ccc(NS(=O)(=O)c2ccc(NC(=S)NCC3CCCO3)cc2)cc1 (stereo not drawn)	-0.72	i
Cc1cc(C)c(NC(=O)CSc2nnc(-c3ccco3)n2N)c(C)c1	-0.94	i
O=C(CCn1c(=O)oc2ccccc21)n1c(=O)oc2ccccc21	0.21	i
C/C(=N/NC(=O)c1ccc(O)cc1)c1cccc([N+](=O)[O-])c1	0.6	i
Cc1noc(C)c1S(=O)(=O)N1CCC(C(=O)N2CCN(Cc3ccc4c(c3)OCO4)CC2)CC1	0.02	i
CCn1nc(C)c(NC(=O)c2ccc(Cl)cc2)c1C	0.14	i
CCc1ccc(Nc2n[n+](-c3ccccc3)c(-c3ccc(SC)cc3)s2)cc1	-1.08	i
CC(=O)S[C@@H]1CC2=CC(=O)CC[C@]2(C)[C@H]2CC[C@@]3(C)[C@@H](CC[C@@]34CCC(=O)O4)[C@H]12	0	i
CCCCC(=O)C1=C(N2CCCC2)CC(C)(C)CC1=O	0.24	i
CCOC(=O)c1ccc(NC(=S)NCCCN2CCCC2=O)cc1	2.14	i
COC(=O)CN1C(=O)N(c2ccccc2)C(N(O)C(=O)Nc2ccccc2)C1(C)C (stereo not drawn)	0.13	i
O=C(Cc1ccc(Cl)cc1)Nc1ccc2c(c1)C(=O)NC2=O	0.03	i
COc1ccc(Cl)cc1NC(=O)C/C(C)=N/NC(=O)CC#N	1.18	i
CCc1nc2ccccc2c(C(=O)OCC(=O)Nc2cccc(S(=O)(=O)NC3=NCCCCC3)c2)c1C	-1.08	i
CC(C)(C)c1ccc(C(=O)NNC(=O)c2ccc(Cl)cc2)cc1	0.78	i
CC(C)(C)NC(=O)COC(=O)c1c2c(nc3ccccc13)CCC2	0.44	i
Cc1cccc(NC(=O)CSc2nc3nc(C)cc(C)n3n2)c1	-1.55	i
Cc1ccccc1OCc1nc2ccccc2c(=O)n1/N=C/c1ccco1	-0.07	-8.94*
Cc1ccc(Nc2nc(-c3ccncc3)nc3ccccc23)cc1	0.06	i
Cc1ccc(OCCC(=O)N(CC(=O)Nc2ccccc2C(F)(F)F)Cc2ccco2)cc1	-3.13	i
COc1cc(CC(=O)NNC(=O)c2cc(C)oc2C)cc(OC)c1OC	-0.87	i
COc1cc(C(=O)N2CCN(C3CCC(C)CC3)CC2)cc(OC)c1OC (stereo not drawn)	0.14	i

Among those listed so far, these have a CF3 group:
SMILES	Kir21 block	KCNQ2 block
CC(C)CCNC(=O)C1CC(c2ccc(C(F)(F)F)cc2)=NO1 (stereo not drawn)	0.71	i
COc1ccccc1C(CNc1nc(C(F)(F)F)nc2ccccc12)N(C)C (stereo not drawn)	-1.2	i
CCOC(=O)C(NC(=O)Nc1ccc(C(N)=O)cc1)(c1ccccc1)C(F)(F)F (stereo not drawn)	-2.48	i
Cc1ccc(OCCC(=O)N(CC(=O)Nc2ccccc2C(F)(F)F)Cc2ccco2)cc1	-3.13	i

4 compounds already listed, arranged by formula weight, smallest number first.
SMILES	Kir21 block	KCNQ2 block
CCOC(=O)c1ccc(NC(=S)NCCCN2CCCC2=O)cc1	2.14	i
COC(=O)CN1C(=O)N(c2ccccc2)C(N(O)C(=O)Nc2ccccc2)C1(C)C (stereo not drawn)	0.13	i
Cc1ccc(OCCC(=O)N(CC(=O)Nc2ccccc2C(F)(F)F)Cc2ccco2)cc1	-3.13	i
CCc1nc2ccccc2c(C(=O)OCC(=O)Nc2cccc(S(=O)(=O)NC3=NCCCCC3)c2)c1C	-1.08	i
